RBX1-CUL1 inh = inhibitors of human ROC1-CUL1 ubiquitin ligase activity. in vitro K48 di-Ub FRET, acceptor:donor ratio, 45 min. inhibition, % at 10 µM. 140,000 tested, 0.6% active; in the data active = inhibition above about 25%
Target sequence (P62877 whole entry, looked up): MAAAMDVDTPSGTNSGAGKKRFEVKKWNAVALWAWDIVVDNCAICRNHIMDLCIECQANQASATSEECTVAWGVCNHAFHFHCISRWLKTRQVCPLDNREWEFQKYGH
Target sequence (Q13616 whole entry, looked up): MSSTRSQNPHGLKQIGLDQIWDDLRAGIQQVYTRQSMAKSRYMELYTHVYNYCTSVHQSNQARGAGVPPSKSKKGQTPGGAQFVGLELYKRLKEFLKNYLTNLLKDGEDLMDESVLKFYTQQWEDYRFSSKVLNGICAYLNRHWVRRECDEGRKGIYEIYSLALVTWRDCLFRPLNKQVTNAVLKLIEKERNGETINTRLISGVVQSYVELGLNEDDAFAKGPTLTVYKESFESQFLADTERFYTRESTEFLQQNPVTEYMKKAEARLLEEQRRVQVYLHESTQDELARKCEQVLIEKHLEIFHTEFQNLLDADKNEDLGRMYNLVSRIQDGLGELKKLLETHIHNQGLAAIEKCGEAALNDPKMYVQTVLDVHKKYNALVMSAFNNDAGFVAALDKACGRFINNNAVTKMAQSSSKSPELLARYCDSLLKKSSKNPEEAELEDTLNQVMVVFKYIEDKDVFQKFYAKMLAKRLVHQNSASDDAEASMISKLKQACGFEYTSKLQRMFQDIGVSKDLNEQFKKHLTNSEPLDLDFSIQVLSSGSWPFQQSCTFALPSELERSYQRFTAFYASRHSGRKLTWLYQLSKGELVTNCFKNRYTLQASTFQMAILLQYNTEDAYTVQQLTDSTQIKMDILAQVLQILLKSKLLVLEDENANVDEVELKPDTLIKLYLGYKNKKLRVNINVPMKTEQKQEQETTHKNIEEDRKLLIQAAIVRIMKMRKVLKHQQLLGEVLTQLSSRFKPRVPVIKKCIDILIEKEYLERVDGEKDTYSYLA
Numbers without * were called inactive; & = joins results of further samples. These rows are one share of the data, so the mix of outcomes need not match the whole.

RBX1-CUL1 inh	structure
1	CCNc1nc(C#N)nc(Nc2ccccc2)n1
-2	COc1ccc(NC(=O)C2CCN(C(=O)c3sc4nc[nH]c(=O)c4c3C)CC2)c(OC)c1
-1	CC(=O)c1ccc(NC(=O)Cn2c(=O)nc(-c3ccccc3)c3cc(Cl)ccc32)cc1
2	N#CC1C(=N)Oc2n[nH]c(-c3ccc4c(c3)OCO4)c2C1c1ccccc1OC(=O)N1CCOCC1 (configuration not stated)
3	CC(C)N(C(=O)c1ccccc1C(=O)O)C(C)C
-2	CCOC(=O)c1scc(-c2ccccc2)c1S(=O)(=O)Nc1ccccc1OC
-6	COCCN1C(=O)C(C(c2ccccc2)N2CCN(c3ccccc3F)CC2)C(=O)C=C1C (configuration not stated)
1	O=C(Oc1ccc(Cl)cc1)C1c2ccccc2Oc2ccccc21
2	COC1(OC)C(C=Cc2ccccc2)C(C#N)(C(N)=O)C1(OC)OC (configuration not stated)
1	CCOc1ccc(CNC(=O)Cn2nc(C)c3sc4ccccc4c3c2=O)cc1

RBX1-CUL1 inh	structure
-1	CCCCCCCCn1cc(C(C)=O)c(=O)[nH]c1=O
6	O=C(NC1CCCCC1)c1ccc(Cn2c(SCc3cccc(F)c3)nc3cccnc32)cc1
1	CC(C)C1=NN2C(=N)/C(=C/c3ccc(Cl)cc3)C(=O)N=C2S1
6	CCN(CC)S(=O)(=O)c1ccc2c(c1)nc(CN(C)C(=O)c1cccc(Cl)c1)n2C
-4	COc1ccc(/C=C/C(=O)N2c3ccc(OC)cc3-c3c(ssc3=S)C2(C)C)cc1
-2	CCC(=O)Nc1ccc(N2CCN(S(C)(=O)=O)CC2)cc1
0	CCc1ccc(C(=O)N/N=C/c2ccc3ccccc3c2)nc1
1	CCCc1[nH]nc2c1C(c1ccc(C(=O)OC)cc1)C(C#N)C(=N)O2 (configuration not stated)
-5	CCOC(=O)C1=C(C)N=c2s/c(=C\c3cccnc3)c(=O)n2C1c1ccc(OC)c(Br)c1 (configuration not stated)
9	Cc1ccc(N2CC(NC(=O)C3CCCCC3)CC2=O)cc1 (configuration not stated)

RBX1-CUL1 inh	structure
3	CC1=C(C(=O)Nc2ccc(C)c(C)c2)C2(CCCCCC2)OC1=O
-3	O=C(COCc1cc(-c2cccs2)on1)NCc1ccccc1Cl
-9	Cc1cccc(N=c2scc(-c3ccccc3)n2CCO)c1
0	CCOC(=O)N(C)C1C(=N)N(Cc2ccccc2)C(=O)NC1=O (configuration not stated)
-5	CCCNc1ncnc2sc(C)c(C)c12
-4	Cc1cccc(Cn2cc([N+](=O)[O-])nc2C)c1
-1	COC(=O)c1cc(NC(=O)C(Sc2ccccc2)c2ccccc2)cc(C(=O)OC)c1 (configuration not stated)
-8	Cc1ccc(CS(=O)(=O)Nc2ccc(C)cc2C)cc1
-4	Cc1c(C(=O)Nc2ccc(CN3CCCCC3)cc2)c(-c2ccccc2)nn1-c1ccccc1
-10	COc1ccc(OC)c(CCNC(=O)c2ccc3[nH]c(C)c(C)c3c2)c1

RBX1-CUL1 inh	structure
6	CCN(CC)CC(O)COc1ccc(C2C3=C(CC(C)(C)CC3=O)OC3=C2C(=O)CC(C)(C)C3)cc1 (configuration not stated)
0	COc1cccc(N2CCN(c3c4c(nc5nncn35)CCC4)CC2)c1
-4	O=C(NC(=S)Nc1ccc(Cl)cc1C(F)(F)F)c1ccc(-c2cccc(Cl)c2Cl)o1
5	CCc1cccc(C)c1NC(=O)c1cccc(C(=O)Nc2c(C)cccc2CC)c1
3	CCOc1ccc(NC(=O)Cn2ccc3ccc(C#N)cc32)cc1
-8	Cc1ccc(-n2nnnc2-c2cnn(-c3ccc(Cl)c(Cl)c3)c2-c2cccs2)cc1
-3	O=C(CCC1CCCN(C(=O)CCN2CCCO2)C1)N1CCN(Cc2ccccc2)CC1 (configuration not stated)
3	Cc1ccc2oc(-c3ccc(F)cc3)nc2c1
-2	O=C(NNc1ccccn1)c1ccc(Cl)nc1
-7	O=C(Cn1c(=O)n(Cc2ccc(F)cc2)c(=O)c2sc3ccccc3c21)NCc1ccccc1

RBX1-CUL1 inh	structure
-5	Cc1ccc(C(=O)Nc2onc3c2CCCC3)cc1
-9	COc1ccc(CCN2CCCC(CN(C)Cc3cccc(C(C)=O)c3)C2)cc1 (configuration not stated)
1	CCCCOC(=O)C1=C(C)N(C)C(=O)NC1c1ccccc1I (configuration not stated)
-16	Cn1cccc(/C=C/C(=O)c2cccs2)c1=S
-2	CC(NC(=O)c1ccc(CN2CCCCC2)cc1)c1ccccc1 (configuration not stated)
10	CCCCN1C(=O)C(F)(c2ccccc2)C(=O)c2ccccc21 (configuration not stated)
5	O=C(CC1NC2CCCCC2NC1=O)Nc1ccccc1F (configuration not stated)
3	COCCN1C(=O)/C(=C/c2ccc(Cl)cc2Cl)SC1=Nc1ccccc1
2	NC(=O)CSc1ncc2c(n1)-c1ccccc1N(Cc1ccccc1)S2(=O)=O
-3	COC(=O)c1c(-c2ccc(F)cc2)csc1NC(=O)c1ccc2c(c1)OCO2

Part of the list above in order of count of non-hydrogen atoms, falling.
RBX1-CUL1 inh	structure
-7	O=C(Cn1c(=O)n(Cc2ccc(F)cc2)c(=O)c2sc3ccccc3c21)NCc1ccccc1
-4	COc1ccc(/C=C/C(=O)N2c3ccc(OC)cc3-c3c(ssc3=S)C2(C)C)cc1
1	CCCc1[nH]nc2c1C(c1ccc(C(=O)OC)cc1)C(C#N)C(=N)O2 (configuration not stated)
1	O=C(Oc1ccc(Cl)cc1)C1c2ccccc2Oc2ccccc21
-5	Cc1ccc(C(=O)Nc2onc3c2CCCC3)cc1

Remaining list, next part.
RBX1-CUL1 inh	structure
4	COC(=O)c1ccc(Oc2nnnn2-c2ccc(C(N)=O)cc2)cc1
5	CCC(C)NC(=O)c1cc2cc(S(=O)(=O)N3CCCCC3)ccc2n1C (configuration not stated)
-1	CC12CC(c3ccccc3O1)C(C(=O)N1CCOCC1)C(=O)N2 (configuration not stated)
1	CC(C1=C(c2c(N)ccc3ccccc23)CC(C)(C)CC1=O)c1ccccc1C(=O)O (configuration not stated)
-4	CCOC(=O)N1CCc2c(sc3nc(SCC#N)n(N)c(=O)c23)C1
5	Cc1cc(C)c(NC(=O)CCn2c(=O)c3cccn3c3cccnc32)c(C)c1
-6	Cc1ccc(C)c(-c2[nH]ncc2CN2C[C@H]3OC(=O)N(C4CCCC4)[C@H]3C2)c1
-3	COc1cccc(/C=C2\N=C(SC)SC2=O)c1OCc1ccccc1
0	Cc1ccc(-c2cc(C(=O)Nc3nc4ccccc4[nH]3)c3ccccc3n2)cc1C
1	CC(=O)N(/C=C1\Sc2ccccc2C1=O)c1ccc(C)cc1

RBX1-CUL1 inh	structure
-12	CCc1ocnc1C(=O)NCc1cccnc1-n1cnc2ccccc21
-4	COc1ccccc1N1CCN(C(=O)c2cn(CC(C)C)c(=O)c3c2c2ccccc2n3C)CC1
-1	CCOCCc1nnc(NC(=O)C(=O)c2cc(C)n(-c3cccc(Cl)c3)c2C)s1
-14	CC(NS(=O)(=O)c1ccc(Cl)cc1)c1ccccc1 (configuration not stated)
-2	CCOC(=O)C1CCN(C(=O)c2ccc3c(c2)sc2nc(-c4ccccc4)cn23)CC1
-4	CCc1cc(=O)[nH]c(-c2cccc(CN(C)Cc3cccc4cnccc34)c2)n1
4	CCOC(=O)c1c(C)sc(CN2CCOCC2)c1NC(=O)c1ccccc1
5	C=CCN1C(=S)CC(c2ccccc2)=Nc2ccccc21
-3	CCOC(=O)c1nn(-c2cccc(C(F)(F)F)c2)c(=O)c2c(N)scc12
-4	O=C(Nc1ccccc1)c1cc(F)c(Cl)nc1Cl

RBX1-CUL1 inh	structure
-3	Cc1cc(O)c(C(=O)c2cnc3c(c2)COc2ccccc2-3)cc1Cl
2	CCN1C(=O)/C(=C/c2ccc(OC(=O)c3cccc(C)c3)c(OC)c2)SC1=S
-2	COc1ccccc1CNC(=O)c1ccc(CSc2nc3ccncc3n2Cc2ccccc2C)cc1
9	N#Cc1ccc(Br)cc1
-3	O=C(Nc1cccc(C(F)(F)F)c1)c1cc(C(=O)Nc2cccc(C(F)(F)F)c2)cc(N2C(=O)c3ccccc3C2=O)c1
5	COC(=O)c1ccc(Cn2nc([N+](=O)[O-])cc2C)cc1
-7	C=CCOc1ccc(/C=C2\C(=O)N(CCCC)C(=O)N(CCc3ccccc3)C2=O)cc1
-8	COc1cc(OC)c(NC(=O)c2cn(C3CCCC3)c(=O)c3c2c2ccccc2n3C)cc1Cl
3	C=CCC1(CC=C)CCCN1C(=O)C1CCC(=O)N(CCN2CCOCC2)C1 (configuration not stated)
-8	Cc1cc(C(=O)OC(CC(=O)O)C(=O)O)co1 (configuration not stated)

Pulled by structure from the entries so far:
RBX1-CUL1 inh	structure
-2	CCOC(=O)c1scc(-c2ccccc2)c1S(=O)(=O)Nc1ccccc1OC
-4	O=C(NC(=S)Nc1ccc(Cl)cc1C(F)(F)F)c1ccc(-c2cccc(Cl)c2Cl)o1
-6	Cc1ccc(C)c(-c2[nH]ncc2CN2C[C@H]3OC(=O)N(C4CCCC4)[C@H]3C2)c1
-3	O=C(COCc1cc(-c2cccs2)on1)NCc1ccccc1Cl
-3	COc1cccc(/C=C2\N=C(SC)SC2=O)c1OCc1ccccc1

(list continues)
RBX1-CUL1 inh	structure
4	Cc1cccc2c1NC(C)(C)c1ssc(=Nc3ccc(Cl)cc3Cl)c1-2
17	CCN1CCC(NC(=O)c2cccc(OC)c2)CC1
1	Cc1ccc(Nc2ccc3ccccc3c2)cc1
5	CCCSc1nnc2c(n1)OC(c1ccc(OCC(=O)O)cc1)Nc1ccccc1-2 (configuration not stated)
-6	O=C(O)c1ccccc1OCCc1ccccc1
-2&0	COc1ccc(CC(=O)Nc2sc3c(c2C(=O)Nc2cccc(Cl)c2)CCCCC3)cc1
9	COc1ccc(N(C(=O)Cn2nnc3ccccc32)C(C(=O)NCc2ccccc2)c2ccc(F)cc2)cc1 (configuration not stated)
-4	CCc1nnc(NC(=O)CSc2nc(SC)ns2)s1
9	CC(=O)NCCc1c[nH]c2ccc(OCC(O)CNC(C)(C)C)cc12 (configuration not stated)
-1	Cc1cccc(Oc2ccc(NC(=O)c3ccccc3Cl)cc2)c1

RBX1-CUL1 inh	structure
4	CC1=Nc2nnnn2C(c2cccc(F)c2)C1C(=O)Nc1ccc(Cl)cc1 (configuration not stated)
6	O=S(=O)(NCc1nc2cccnc2n1Cc1ccccc1Cl)c1ccc(F)c(Cl)c1
3	COCc1ccc(C(=O)N2CCc3onc(-c4ccccc4F)c3C2)s1
1	O=C(NCc1cn(-c2ccccc2)nc1-c1ccccc1)Nc1cccc2ccccc12
4	CCCCC1=NC(=O)C(C#N)=C2CC(C)(C)SCC12 (configuration not stated)
-8	N#CCc1ccc(F)cc1Br
-1	CC(C)CC(=O)Nc1ccnn1C1CCN(C(=O)[C@@H]2C[C@@H]3C=C[C@H]2C3)CC1
-2	Cc1oc2c(c(=O)c1C(=O)c1ccccc1)C(=O)CC(=O)O2
-2	CCOC(=O)c1c(NC(=O)CN2CCC(C)CC2)sc2c1CCC(C)C2 (configuration not stated)
1	Cc1nc2nncn2c(NCc2ccc(F)cc2)c1C

RBX1-CUL1 inh	structure
8	COc1ccc(N2CCN(C(=S)Nc3ccc(S(N)(=O)=O)cc3)CC2)cc1
4	O=C(COC(=O)C1C2CCC(C2)C1C(=O)c1ccccc1)c1ccc(Cl)cc1 (configuration not stated)
7	O=C(Nc1ccc(Br)cc1F)C(NS(=O)(=O)c1cccc2nsnc12)c1ccccc1 (configuration not stated)
8	Cc1ccc(CNC(=O)c2nnn(-c3ccc(C)cc3C)c2C)cc1
4	COC(=O)c1cc(=O)nc2sc3cc(OC)ccc3n12
-1	COc1ccc(/C=C(\C#N)c2nc3ccccc3c(=O)[nH]2)cc1OC
2	Cc1sc2nc(SCC(N)=O)[nH]c(=O)c2c1C
-2	CCn1ccnc1CN1CCCC(CCc2ccccc2F)C1 (configuration not stated)
3	c1ccc(CCc2nn3c(Cc4ccccc4)nnc3s2)cc1
1	CCCCc1ccc(Nc2cc(C)nc(-n3nc(C)cc3C)n2)cc1

Single entries from the list.
Value of `O=C(COCc1cc(-c2cccs2)on1)NCc1ccccc1Cl` under RBX1-CUL1 inh: -3
Value of `COC1(OC)C(C=Cc2ccccc2)C(C#N)(C(N)=O)C1(OC)OC` (configuration not stated) under RBX1-CUL1 inh: 2

Next part:
RBX1-CUL1 inh	structure
7	COC(CNC(=O)CCn1nnnc1CN1CCOCC1)c1cccs1 (configuration not stated)
-4	COc1ccc(Cc2nnc3n(-c4ccccc4)nc(C(C)=O)n3c2=O)cc1
0	O=C(c1ccco1)N(Cc1cccnc1)c1nc2c(F)cc(F)cc2s1
6	Cc1ccc(S(=O)(=O)N(C)C)cc1NC(=O)C12CCC(C)(C(=O)C1=O)C2(C)C (configuration not stated)
6	Cc1nc2sccn2c1CN1CCC(N2CCC(C(=O)N3CCOCC3)CC2)CC1
-2	COc1ccc(Cl)cc1NS(=O)(=O)c1cc(Br)cc2c1N(C(=O)C1CC1)CC2
-6	CCOC(=O)c1c(-c2ccccc2)csc1NC(=O)COc1ccc(C)c(C)c1
0	O=C(/C=C(/c1ccc(Cl)cc1)n1cncn1)c1ccc(Cl)cc1
-3	CON1N=C(N2CCCCC2)OC1c1ccc([N+](=O)[O-])o1 (configuration not stated)
-10	COc1ccc(CCNCc2c(C(=O)O)c(C)n(Cc3c(F)cccc3Cl)c2C)cc1OC

RBX1-CUL1 inh	structure
2	Cc1ccc(NC(=O)c2c(C)nn(-c3ccccc3)c2-n2cccc2)c(Cl)c1
1	Cc1cc(C)cc(N=C2c3ccccc3C(=O)C2c2ccccc2)c1 (configuration not stated)
0	CCOC(=O)C1=C(C)N=c2s/c(=C/c3ccc(OC(=O)c4ccco4)cc3)c(=O)n2C1c1ccccc1 (configuration not stated)
1	Cc1ccc(Cl)cc1N1CCN(C(=O)Cn2ncc3c([nH]c4ccccc43)c2=O)CC1
3	CCN(CC)CCNC(=O)Cn1c(-c2ccccn2)nc2ccccc21
2	CCOC(=O)NC1(C(Cl)(Cl)Cl)Oc2ccc(Cl)cc2O1 (configuration not stated)
-1	Cc1ccc(CN2CCC(C(=O)Nc3ccc(C)cc3)CC2)cc1
-8	C#CCOc1c(Cl)cc(C2c3ccc4ccccc4c3OC(=N)C2C#N)cc1Cl (configuration not stated)
5	CCCNC(=O)c1cnc2sc(N3CCCCC3)nn2c1=O
0	COc1cccc(-c2noc(-c3ccc(NC(C)(C)CO)nc3)n2)c1OC
8	COc1c(S(=O)(=O)n2c(C)nc3ccccc32)ccc(Cl)c1Cl
